High-throughput results deposited in PubChem BioAssay by several laboratories.
Diaphorase inh: inhibits diaphorase or chemically oxidizes, flagging diaphorase assay artifacts; diaphorase resazurin-to-resorufin fluorescence, NADH, 16 min; bacterial (C. kluyveri) enzyme, not human; inhibition, % at 20 µM; actives 0.69% (n = 190,000);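 active means primary screen inhibition at 20 µM above a set limit, cut at about 50% in these data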;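 further: plate controls were DMSO with full reaction for no effect and wells lacking NADH for full effect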
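Assay system: diaphorase enzyme from Clostridium kluyveri; Input: enzyme working solution with 0.14 U/mL diaphorase; Timing: 16 min at room temperature; Technique: resorufin fluorescence, excitation 544 nm, emission 590 nm; Benchmarks: positive control minus NADH, DMSO neutral control.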
PPARg SRC3 recr: PPARgamma-driven SRC-3 recruitment agonism. activation, % at 8 µM. biochemical PPARgamma/SRC-3 coactivator recruitment assay. actives 0.26% (n = 200,000). P37231; in the data active means activation above about 23%;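 further: 0% = DMSO and 100% = reference agonist; some compounds past the cut are filed as inactive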
PMI act satM6P: PMI (human) activation, high substrate; AID 1216; P34949; activation factor at 20 µM; coupled PMI enzyme assay, resazurin fluorescence, 20 min; active compounds read high; 1 = untreated enzyme, 0 = substrate-free blank; actives 0.34% (n = 190,000);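 active means activation factor of 2 or more at 20 µM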
Target sequence (P34949 whole entry, looked up): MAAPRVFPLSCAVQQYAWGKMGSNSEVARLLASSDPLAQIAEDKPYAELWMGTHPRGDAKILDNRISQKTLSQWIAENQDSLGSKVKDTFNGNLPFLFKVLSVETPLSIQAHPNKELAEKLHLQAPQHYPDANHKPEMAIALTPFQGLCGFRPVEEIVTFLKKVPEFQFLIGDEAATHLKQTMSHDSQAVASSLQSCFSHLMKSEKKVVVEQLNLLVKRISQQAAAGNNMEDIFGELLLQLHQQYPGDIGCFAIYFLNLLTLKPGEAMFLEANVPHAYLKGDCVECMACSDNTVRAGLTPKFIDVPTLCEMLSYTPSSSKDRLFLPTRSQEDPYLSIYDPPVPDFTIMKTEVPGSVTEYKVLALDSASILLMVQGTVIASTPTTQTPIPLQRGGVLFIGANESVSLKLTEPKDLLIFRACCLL
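Test system: human PMI in coupled enzyme assay; Input: PMI at 15 ng/mL final; Medium: HEPES buffer, pH 7.4; Schedule: 20 min incubation at room temperature; Technique: resorufin fluorescence at Ex 544/Em 590 nm; Compound: 20 µM single dose; Probe or stimulus: Near-saturating mannose-6-phosphate, 1.0 mM.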
PMI act: increases human mannose-6-phosphate isomerase activity. actives 0.005% (n = 190,000). activation factor at 20 µM. AID 1214. purified human PMI, coupled resazurin fluorescence, 20 min; active compounds read high; 1 = vehicle control, 0 substrate-free wells. P34949;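 active means activation factor of 2 or more at 20 µM, relative to plate controls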
Diaph act CS: activates diaphorase or chemically reduces, flagging diaphorase assay artifacts | activation factor at 20 µM | actives 0.005% (n = 190,000) | Diaphorase/resazurin coupled assay, resorufin fluorescence, 16 min; active compounds read high; 1 = vehicle wells, 0 = NADH-free wells;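 active means diaphorase activity raised at least twofold by the compound at 20 µM; inactive means activation factor below 2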
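test system = bacterial diaphorase enzyme (C. kluyveri) | quantity = enzyme 0.07 U/mL final | reagent = NADH substrate 0.114 mM plus resazurin dye 0.1 mM, final | incubation = 16 min enzyme reaction, ambient temperature | buffer or medium = HEPES pH 7.4 buffer with MgCl2 and Tween 20 | signal = fluorescence of resorufin, 544 nm excitation, 590 nm emission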
S1P3 antag: S1P3 (human) receptor antagonism; CHO S1P3 NFAT-BLA reporter, FRET fluorescence, antagonist mode; Q99500; inhibition, % at 4.98 µM; actives 0.27% (n = 170,000); AID 485;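 active means inhibition above the plate cutoff, the mean inhibition of test wells on that plate plus 3 SD, cut at about 28% in these data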;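 further: cells challenged with S1P at its EC80 of 0.8 µM; blue over green emission ratio from cleaved BLA substrate after 4 h stimulation; 0% = S1P-stimulated wells and 100% = unstimulated DMSO-only wells; some compounds past the cut are filed as inactive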
Target sequence (Q99500 whole entry, looked up): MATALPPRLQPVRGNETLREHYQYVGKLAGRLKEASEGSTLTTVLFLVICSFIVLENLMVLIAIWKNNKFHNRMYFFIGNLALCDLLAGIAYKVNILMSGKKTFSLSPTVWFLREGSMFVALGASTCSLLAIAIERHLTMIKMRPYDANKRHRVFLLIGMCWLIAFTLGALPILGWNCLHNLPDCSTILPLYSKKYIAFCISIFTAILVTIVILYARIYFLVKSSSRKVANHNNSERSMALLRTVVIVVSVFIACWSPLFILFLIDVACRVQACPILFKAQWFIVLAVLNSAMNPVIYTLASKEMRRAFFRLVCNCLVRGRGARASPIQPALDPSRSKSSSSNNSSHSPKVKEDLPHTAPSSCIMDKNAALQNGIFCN
PPARg SRC1 recr: promotes SRC-1 coactivator recruitment by human PPARgamma | activation, % at 8 µM | PPARgamma-SRC-1 coactivator recruitment biochemical assay | P37231 | actives 0.41% (n = 200,000); in the data active means activation above about 19%;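 further: 0% = DMSO and 100% = reference agonist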
SRC2 TRFRET art: TR-FRET artefact, counter-screen to PPARgamma/SRC-2 agonist assay | active compounds read high | actives 0.4% (n = 200,000) | TR-FRET ratio at 8 µM; in the data active means TR-FRET ratio above about 2000; further: inactives centre near 1500
ROMK primary: modulates human ROMK potassium channel activity; Tet-inducible ROMK, thallium flux fluorescence; actives lie on both sides; B-score at 10 µM; actives 2% (n = 130,000);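 active means signal ratio slope over the read window, or its plate-corrected B-score, at least 3 SD from the plate mean, either direction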;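 further: B-score of the F/F0 ratio slope over 7 to 12 s after thallium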
G6PDH counter: counter-screen for G6PDH assay hits: L. mesenteroides G6PDH inhibition | Purified L. mesenteroides G6PDH, diaphorase/resazurin coupled fluorescence, 45 min | inhibition, % at 5 µM | actives 0.12% (n = 200,000) | AID 1020; in the data active means inhibition above about 50%
PPARg SRC-2 ag: PPARgamma-driven SRC-2 recruitment agonism; P37231; PPARgamma LBD-SRC-2 recruitment, biochemical; activation, % at 8 µM; actives 0.34% (n = 200,000); AID 1032; in the data active means activation above about 22%;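 further: 0% = vehicle and 100% = reference agonist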
* = called active by the depositor; . = no result given. Only part of the results is shown; the hit share may differ from the screen's.

SMILES | Diaphorase inh | PPARg SRC3 recr | PMI act satM6P | PMI act | Diaph act CS | S1P3 antag | PPARg SRC1 recr | SRC2 TRFRET art | ROMK primary | G6PDH counter | PPARg SRC-2 ag
C=Cn1ccnc1P(=S)(c1ccccc1)c1nccn1C=C | 14 | 5 | 1 | 1 | 0.9 | -9 | 1 | 1687 | 0.2 | 8 | 6
CC(C)(C)C(=O)c1cn(CC(=O)NCc2ccco2)c2ccccc12 | 2 | -3 | 1.1 | 1 | 1 | 4 | -2 | 1364 | -0.65 | 4 | -1
CN(C(=O)CNC(=O)OCc1ccccc1)c1ccc(Br)cc1C(=O)c1ccccc1Cl | 22 | 8 | 0.9 | 0.9 | 0.8 | 3 | 5 | 1661 | 0.0078 | -3 | 18
CN1CCc2nc3sc(C(=O)NC4CC4)c(N)c3cc2C1 | 29 | 8 | 1.2 | 1.2 | 0.7 | -21 | 17 | 1702 | . | 13 | 13
CC(=NCc1cccnc1)c1c(O)n(C2CCCCC2)c(=O)[nH]c1=O | -7 | 6 | 1 | 1 | 1.1 | -14 | 2 | 1668 | -0.44 | 2 | -3
COc1ccc(CN2CCN(Cc3ccccc3)CC2)c(OC)c1 | -1 | -4 | 1.2 | 1.1 | 1 | 6 | 0 | 1294 | -0.58 | 3 | 5
CCN1CCN(C(=O)Cc2ccccc2OC)CC1 | 8 | 4 | 1 | 1 | 0.9 | -16 | -1 | 1366 | -0.031 | 17 | 0
C=CCN1C(=O)NC(=O)C(CCc2ccncc2)(CCc2ccncc2)C1=O | 11 | 1 | 1 | 0.9 | 0.9 | 3 | 0 | 1728 | . | 11 | 6
COc1ccc(N/N=C/c2c(O)n(-c3cccc(C)c3)c(=O)[nH]c2=O)cc1 | 14 | 7 | 2.7* | 1.7 | 0.9 | -7 | 6 | 1411 | -0.0013 | -1 | 1
CN1[C@@H]2CC[C@H]1CC(OC(=O)C1C=Nc3ccccc31)C2 (some centres undefined) | 8 | -1 | 1.1 | 1 | 0.9 | -4 | 2 | 1457 | . | 10 | -2
C=CCN1C(=O)c2ccccc2Sc2ccc(C(=O)N3CCC4(CC3)OCCO4)cc21 | 3 | 3 | 1.1 | 1 | 1 | . | 3 | 1686 | . | 4 | -5
COc1ccc(OC)c(/C=N/OC(=O)Nc2ccc(Cl)cc2)c1 | 18 | 6 | 0.9 | 0.9 | 0.8 | 4 | 10 | 1543 | -0.54 | 0 | 4
Cc1c(C(=O)N2CCC3(CC2)OCCO3)sc2ncnc(N(C)c3ccccc3)c12 | 0 | -12 | 1.1 | 1 | 1 | -8 | -6 | 1327 | . | 2 | -8
CC(C)C(=O)c1cn(Cc2ccc(C#N)cc2)c2ccccc12 | 26 | -9 | 0.8 | 0.8 | 0.7 | . | -2 | 1558 | -1.1 | 0 | 5
C/C(=C\c1ccc(N(C)C)cc1)[N+](=O)[O-] | 17 | 4 | 0.8 | 0.9 | 0.8 | . | 0 | 1601 | -3.7* | -1 | 2
Cc1onc(-c2ccccc2)c1C(=O)N1CCC2(CC1)OCCO2 | 9 | 1 | 0.9 | 0.9 | 0.9 | -11 | 6 | 1430 | . | 4 | -5
CCOC(=O)C1C(=O)N(C)C2(C)CC1c1ccccc1O2 (centres undefined) | 4 | -2 | 1 | 1 | 1 | -20 | -6 | 1536 | . | 3 | -3
COC(=O)C1=C(N)Oc2c(c(=O)oc3ccccc23)[C@]12C(=O)N(C)c1ccccc12 | 1 | -7 | 1 | 1.1 | 1 | -25 | -2 | 1514 | . | 8 | -2
CCN(CC)P(=O)(NC(=O)C(Cl)(Cl)Cl)N(CC)CC.[Cl-].[Cl-].[Cl-].[Nd+3] | -10 | -13 | 1.1 | 1.2 | 1.1 | . | -1 | 1579 | -0.73 | 10 | -5
Cn1cccc1CN1CCN(C(=O)COc2ccccc2)CC1 | 4 | -6 | 1.1 | 1 | 1 | -6 | -2 | 1227 | 0.26 | 6 | -4
CC1=C(C(=O)O)N2C(=O)[C@@H](NC(=O)CCCC(=O)O)[C@H]2SC1 | 30 | -11 | 1 | 0.9 | 0.7 | -6 | 4 | 1427 | . | 6 | 4
Cc1cc(OC(=O)c2cccs2)c2c3c(c(=O)oc2c1)CCCC3 | 25 | 0 | 0.9 | 0.8 | 0.7 | 9 | 1 | 1563 | -0.81 | -15 | 12
Cc1ccnc(NS(=O)(=O)c2ccc(N=Cc3c(O)n(C)c(=O)n(C)c3=O)cc2)n1 | 0 | 1 | 1.2 | 1.4 | 1 | 3 | 12 | 1613 | -0.77 | -2 | 0
O=C(O)CCn1cc(C=C2C(=O)NC(=O)NC2=O)c(-c2ccc(Br)cc2)n1 | 13 | 4 | 0.9 | 0.9 | 0.9 | -8 | 2 | 1729 | 0.58 | 1 | 0

8 of the compounds above, comma-delimited:
Molecule,Diaphorase inh,PPARg SRC3 recr,PMI act satM6P,PMI act,Diaph act CS,S1P3 antag,PPARg SRC1 recr,SRC2 TRFRET art,ROMK primary,G6PDH counter,PPARg SRC-2 ag
Cc1c(C(=O)N2CCC3(CC2)OCCO3)sc2ncnc(N(C)c3ccccc3)c12,0,-12,1.1,1,1,-8,-6,1327,.,2,-8
CC(C)C(=O)c1cn(Cc2ccc(C#N)cc2)c2ccccc12,26,-9,0.8,0.8,0.7,.,-2,1558,-1.1,0,5
C/C(=C\c1ccc(N(C)C)cc1)[N+](=O)[O-],17,4,0.8,0.9,0.8,.,0,1601,-3.7*,-1,2
Cc1onc(-c2ccccc2)c1C(=O)N1CCC2(CC1)OCCO2,9,1,0.9,0.9,0.9,-11,6,1430,.,4,-5
CCOC(=O)C1C(=O)N(C)C2(C)CC1c1ccccc1O2 (centres undefined),4,-2,1,1,1,-20,-6,1536,.,3,-3
COC(=O)C1=C(N)Oc2c(c(=O)oc3ccccc23)[C@]12C(=O)N(C)c1ccccc12,1,-7,1,1.1,1,-25,-2,1514,.,8,-2
CCN(CC)P(=O)(NC(=O)C(Cl)(Cl)Cl)N(CC)CC.[Cl-].[Cl-].[Cl-].[Nd+3],-10,-13,1.1,1.2,1.1,.,-1,1579,-0.73,10,-5
Cn1cccc1CN1CCN(C(=O)COc2ccccc2)CC1,4,-6,1.1,1,1,-6,-2,1227,0.26,6,-4

More results follow.
SMILES | Diaphorase inh | PPARg SRC3 recr | PMI act satM6P | PMI act | Diaph act CS | S1P3 antag | PPARg SRC1 recr | SRC2 TRFRET art | ROMK primary | G6PDH counter | PPARg SRC-2 ag
CCCCNC(=O)Nc1ccc(C(O)(C(=O)OC)C(F)(F)F)cc1 (centres undefined) | 18 | 3 | 1 | 1 | 0.8 | . | 3 | 1381 | 0.04 | 14 | -9
N/C(=N/[N+](=O)[O-])N1CCN(C(=O)c2ccc(Cl)cc2)CC1 | 5 | -3 | 1 | 1 | 1 | 14 | 2 | 1423 | -0.12 | -1 | 6
COc1ccc(OC)c(N2C(=O)NC(=O)C(CCc3ccncc3)(CCc3ccncc3)C2=O)c1 | 5 | -1 | 1.2 | 1.2 | 1 | -5 | -1 | 1596 | 1.2 | -5 | 6
CN(C)CCNC(=O)c1cccn(Cc2cc(C(F)(F)F)cc(C(F)(F)F)c2)c1=O | 15 | 2 | 0.8 | 0.9 | 0.8 | -5 | 2 | 1452 | -2.8 | 1 | -1
c1ccc(-c2[nH]c[n+](CC3CO3)c2-c2ccccc2)cc1 (centres undefined) | -16 | 6 | 1.1 | 0.9 | 1.2 | 0 | -6 | 1577 | . | 5 | 3
CCC(=O)N1CCN(CCN=Cc2c(O)n(C)c(=O)n(C)c2=O)CC1 | 30 | -1 | 0.9 | 1 | 0.7 | 4 | 4 | 1583 | . | 5 | 6
O=C1NC(=O)N(c2ccccc2)C(=O)/C1=C/c1ccc2c(c1)Cc1ccccc1-2 | 26 | 1 | 1 | 1 | 0.7 | -20 | 10 | 1607 | 0.96 | 2 | 11
CCOP(=O)(OCC)C(NC(=O)c1ccccc1Cl)=C(Cl)Cl | 6 | 2 | 1 | 1 | 0.9 | . | 3 | 1508 | . | -3 | 4
Cc1nnc2n1-c1ccc(Br)cc1C(c1ccccc1Cl)=NC2 | 3 | -4 | 1 | 1 | 1 | -33 | -6 | 1564 | . | 1 | 3
COc1ccc(CN2CCCCC2c2cccnc2)cc1C (centres undefined) | 17 | -10 | 1 | 1 | 0.8 | -3 | 3 | 1478 | . | 3 | 7
CCNc1nc(Cl)nc(NC(C)C)n1 | -10 | -3 | 1.1 | 1.1 | 1.1 | 21 | -2 | 1503 | -0.74 | -5 | 6
CN1C2C=C(N(C(=O)c3ccc(Cl)cc3)c3ccccc3)CC1CC2 (centres undefined) | -6 | 3 | 1.1 | 1 | 1.1 | 21 | 5 | 1498 | . | 0 | 5
CCSc1cc(C2C(C#N)=C(N)Oc3n[nH]c(C)c32)c(C)o1 (centres undefined) | 20 | 2 | 1 | 0.8 | 0.8 | 0 | 4 | 1602 | . | 10 | 1
CN1Cc2c(c(C#N)c(N)n(C)c2=S)CC1(C)C | 20 | 0 | 0.8 | 1.3 | 0.8 | 14 | -3 | 1667 | -1.3 | 24 | 0
O=P(O)(O)Cc1ccccc1OP(=O)(c1ccccc1)c1ccccc1 | 11 | 4 | 1 | 1.1 | 0.9 | -36 | 4 | 1523 | 0.29 | 9 | 3
COc1ccc(C(=O)Oc2cccc3cccnc23)cc1S(=O)(=O)N1CCOCC1 | 24 | 0 | 0.5 | 0.7 | 0.8 | -18 | 2 | 1561 | -0.18 | 44 | 6
O=C1NC(=O)C(=Cc2cc3c(cc2[N+](=O)[O-])OCO3)C(=O)N1 | 37 | 12 | 0.6 | 0.8 | 0.6 | -8 | 5 | 1651 | 0.31 | 5 | 7
CCC(=NCCO)c1c(O)n(-c2ccccc2)c(=O)[nH]c1=O | 10 | 9 | 1 | 1 | 0.9 | -19 | 12 | 1643 | -0.33 | 0 | 11
O=C(O)c1c[nH]c2ccc(S(=O)(=O)N(CCCl)CCCl)cc12 | 0 | 0 | 1.1 | 1.1 | 1 | . | 5 | 1656 | -0.23 | -1 | 7
Cc1nc2ccccc2c(=O)n1-c1ccc(Br)cc1[N+](=O)[O-] | 70* | 3 | 1.1 | 1.1 | 0.3 | -4 | 0 | 1599 | -0.097 | 9 | 1
